Source: PubChem BioAssay (The Scripps Research Institute Molecular Screening Center)
ASK1 primary = human ASK1 kinase inhibition, primary screen; AlphaScreen MKK6 phosphorylation by ASK1, luminescence; Q99683; 22,000 compounds, 0.99% hits; inhibition, % at 7.44 µM; in the data active means inhibition above about 35%;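 further: 0% = median of compound wells and 100% = no enzyme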
ULK1 inh = human ULK1 kinase inhibition, primary screen | O75385 | AlphaScreen Atg13 phosphorylation by ULK1, luminescence | inhibition, % at 5.96 µM | 30,000 compounds, 1.9% hits; in the data active means inhibition above about 43%;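 further: 0% = median of compound wells and 100% = no enzyme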
* marks the source's active call; other numbers are inactive results; x = no result given.

ASK1 primary | ULK1 inh | SMILES
x | 8.4 | CCN1C(=O)NC2(CCN(S(=O)(=O)c3cc(C)ccc3OC)CC2)C1=O
-2.7 | -14.6 | COc1ccc(Nc2nc(C)cc(NCCCN3CCOCC3)n2)cn1
x | 11.5 | N#Cc1cnc(SCc2ccccc2)nc1N
x | 0.2 | CC(C)(Oc1ccc(C2CC2(Cl)Cl)cc1)C(=O)O (stereo unspecified)
-1.1 | -4.4 | COc1cc(NC(=O)c2csc(Nc3nccc4ccccc34)n2)cc(OC)c1OC
-0.1 | 14.8 | COc1cc(Nc2nc(-c3c(C)noc3C)ncc2C)cc(OC)c1OC
-14.2 | -6.6 | CCN(CC)c1nc(NCCN2CCOCC2)nc(Nc2ccnn2C)n1
6.9 | 3.2 | CCc1ccc(NC(=O)[C@@H]2Cc3cc(F)ccc3CN2)cc1
-7.9 | -3.4 | Cc1cc(NC2CC2)nc(-c2ccccc2)n1
x | -5.4 | c1ccc2[nH]c(-c3cscn3)nc2c1
-2.4 | 21.4 | Fc1ccc(CCNc2nccc(Nc3ccncn3)n2)cc1
x | -4.9 | CCCc1nn(C)c2c(=O)[nH]c(-c3cc(S(=O)(=O)N4CCN(C)CC4)ccc3OCC)nc12
x | -2.5 | CC(C)(C)c1ccc(C(=O)NCc2nnnn2-c2ccc(Cl)cc2)cc1
-0.8 | 18.8 | CCCNC(=O)C1CCN(c2ccc(Nc3nc4ccccc4n3C)nn2)CC1
x | -9.6 | c1ccc(OCc2ccc(CCCN3CCOCC3)cc2)cc1

An excerpt from above in order of heavy-atom count, lowest first:
ASK1 primary | ULK1 inh | SMILES
x | -5.4 | c1ccc2[nH]c(-c3cscn3)nc2c1
6.9 | 3.2 | CCc1ccc(NC(=O)[C@@H]2Cc3cc(F)ccc3CN2)cc1
x | -9.6 | c1ccc(OCc2ccc(CCCN3CCOCC3)cc2)cc1
x | -2.5 | CC(C)(C)c1ccc(C(=O)NCc2nnnn2-c2ccc(Cl)cc2)cc1
-0.8 | 18.8 | CCCNC(=O)C1CCN(c2ccc(Nc3nc4ccccc4n3C)nn2)CC1

Other structures
ASK1 primary | ULK1 inh | SMILES
x | 2.5 | Clc1cccc2sc(NCCn3cccn3)nc12
x | -2.6 | COc1cccc2c(Nc3ccc(C(C)=O)cc3)cc(C)nc12
-11.6 | -5.8 | Cc1nn(C)c(C)c1-c1ncc(C(N)=O)s1
15.8 | -39.3 | O=C1CCCN1CCn1cnc2c(NCc3cccc(C(F)(F)F)c3)nc(N3CCN(Cc4ccc5c(c4)OCO5)CC3)nc21
-14.1 | 4.1 | O=C(NCc1ccccc1)c1ccc2nc(NCc3ccc4c(c3)OCO4)sc2c1
0.1 | -3.5 | COc1ccc(-c2nc3ncnc(NCCOc4ccccc4)c3[nH]2)cn1
-5.0 | 1.1 | COc1ccc(-c2ncc(C)c(NCCN(C(C)C)C(C)C)n2)cn1
10.0 | -23.0 | CC(C)n1cnc2c(Nc3ccc(Oc4ccccc4)cc3)nc(-c3ccc(C(=O)N4CCN(C)CC4)cc3)nc21
6.9 | 17.9 | Cn1c(Nc2ncc(C(=O)NCCCN3CCCC3=O)s2)nc2ccccc21
0.5 | -4.4 | COc1ccc(-c2cc(C(=O)NCCc3ccc(O)cc3)ccn2)cn1
x | 4.9 | Clc1ccc(-c2cnc(NCCCn3ccnc3)nc2)cc1
-1.4 | 1.1 | CN1CCN(C(=O)c2ccc(-c3ccc(C(=O)NC4CCN(Cc5ccccc5)CC4)s3)cc2)CC1
x | 5.3 | COc1ccc(C(=O)COC(=O)Cn2nnc3ccccc32)cc1Br
1.9 | -32.5 | c1ccc(Nc2nccc(NC3CC3)n2)nc1
-6.5 | 1.6 | Nc1cccc(-c2cccc(C(=O)NC3CC3)c2)c1
1.9 | 11.3 | Cn1c(Nc2nc(NCCCN3CCCC3=O)c3ncn(C4CCCCC4)c3n2)nc2ccccc21
-12.3 | 17.2 | O=C(Cc1cn(-c2ccc(N3CCN(c4ccccn4)CC3)nn2)c2ccccc12)NCc1nc2ccccc2[nH]1
-2.3 | 24.0 | Cc1nn(C)c(C)c1-c1cc(NCc2cccnc2)nc(N)n1
0.2 | 4.7 | Cc1cnc(Nc2ccncn2)nc1NC1CC1
-1.8 | -11.4 | CC(=O)Nc1ccc(NC(=O)c2ccnc(Cl)c2)cc1
-5.7 | -7.9 | CCCNc1ncnc2c1nc(-c1csc3ccccc13)n2C(C)C
12.5 | -13.2 | c1cncc(CNc2nc(Nc3ccc(-n4ccnc4)cc3)nc3c2ncn3C2CCCCC2)c1
-0.5 | -8.9 | O=C(NCc1cccc(C(F)(F)F)c1)c1cccc(Nc2ccccn2)c1
-0.3 | -4.7 | CN1CCN(C(=O)c2ccc(-c3nccc(NCCOc4ccccc4)n3)cc2)CC1
x | 8.6 | C=CCn1c(SC(C)C)nc2c1c(=O)n(C)c(=O)n2C
-15.9 | 20.4 | COc1ccc2c(c1)CC(c1nc3cc4c[nH][nH]c4cc3n1)CO2 (stereo unspecified)
8.8 | 11.4 | c1cc(-n2cnc(N3CCOCC3)n2)ccc1Nc1ncc2cc(-c3cn[nH]c3)ccc2n1
8.0 | 13.2 | COc1ccc(CCNC(=O)c2ccc3nc(Nc4cccnc4)sc3c2)cc1
-14.9 | 2.8 | COc1cc(-c2cn[nH]c2)ccc1NC(=O)N(CCN(C)C)CC1CCCCC1
-18.9 | 7.5 | c1ccc2c(Nc3nccc(NC4CC4)n3)nccc2c1

Of the compounds above, these contain fluorine.
ASK1 primary | ULK1 inh | SMILES
6.9 | 3.2 | CCc1ccc(NC(=O)[C@@H]2Cc3cc(F)ccc3CN2)cc1
-2.4 | 21.4 | Fc1ccc(CCNc2nccc(Nc3ccncn3)n2)cc1
15.8 | -39.3 | O=C1CCCN1CCn1cnc2c(NCc3cccc(C(F)(F)F)c3)nc(N3CCN(Cc4ccc5c(c4)OCO5)CC3)nc21
-0.5 | -8.9 | O=C(NCc1cccc(C(F)(F)F)c1)c1cccc(Nc2ccccn2)c1

Some of the entries so far, tab-delimited.
mol	ASK1 primary	ULK1 inh
c1cc(-n2cnc(N3CCOCC3)n2)ccc1Nc1ncc2cc(-c3cn[nH]c3)ccc2n1	8.8	11.4
Cc1cnc(Nc2ccncn2)nc1NC1CC1	0.2	4.7

The list continues.
ASK1 primary | ULK1 inh | SMILES
29.4 | -3.5 | O=C1CCCN1CCn1cnc2c(Nc3ccc4c(c3)OCO4)nc(NCc3ccc4c(c3)OCO4)nc21
x | -1.3 | COc1cccc(C(=O)Nc2c(C)nc3cc(C)ccn3c2=O)c1OC
9.9 | -4.3 | c1ccc2c(Nc3nc(Nc4ccc(N5CCOCC5)cc4)c4[nH]cnc4n3)nccc2c1
-1.4 | -0.8 | CN1CCN(C(=O)c2ccc(-c3nc(C(=O)NCCCN4CCCC4=O)cs3)cc2)CC1
-12.9 | -4.7 | COc1cc(Nc2nc(NCc3cccnc3)c3ncn(C(C)C)c3n2)cc(OC)c1OC
2.6 | -12.8 | O=C1CCCN1CCCNc1nc(Nc2ccc3ncccc3c2)nc2c1ncn2-c1ccccc1
5.2 | 2.0 | CC(=O)Nc1ccc(Nc2nc(N3CCN(c4ccccn4)CC3)nc3c2ncn3CCN2CCCC2=O)cc1
5.7 | 10.1 | COc1ccc(CCNc2nc(Nc3nc4ccccc4n3C)nc3c2ncn3Cc2ccc(C(F)(F)F)cc2)cc1
-10.6 | 18.2 | c1ccc2c(Nc3cc(Nc4ccc(N5CCOCC5)cc4)ncn3)nccc2c1
6.2 | 3.4 | CC(=O)Nc1ccc(Nc2nc(-c3cccc(C(C)=O)c3)nc3c2ncn3-c2ccccc2)cc1
7.8 | -28.4 | c1ccc(-c2nc(NC3CC3)c3ncn(C4CCCCC4)c3n2)cc1
4.8 | 5.9 | Cc1cc(N)nc(-c2ccc(N3CCOCC3)nc2)n1
x | 1.4 | CC(C)(C)OC(=O)N1Cc2[nH]cnc2CC1C(=O)O (stereo unspecified)
30.0 | 10.5 | c1ccc(N2CCN(c3nc4ncnc(Nc5ccc(N6CCOCC6)cc5)c4[nH]3)CC2)nc1
-17.7 | 5.6 | Cc1nn(C)c(C)c1-c1nc2ncnc(NCCN3CCOCC3)c2[nH]1
-12.7 | -6.5 | CCCNC(=O)c1cccc(-c2cccc(C(C)=O)c2)n1
-11.8 | -14.1 | c1ccc2c(c1)OCC(c1nc(-c3ccc(-c4ccncc4)cc3)n[nH]1)O2 (stereo unspecified)
x | -4.0 | Cc1cccc(C)c1NC(=O)CN1CCCCCC1
x | 3.4 | O=C1CCC(c2ccccc2)(C2CCN(Cc3ccccc3)CC2)C(=O)N1 (stereo unspecified)
5.7 | 3.5 | O=C(NCc1cccnc1)c1cnc(-c2ccccc2)s1
9.2 | 4.0 | Nc1cc(Nc2ccc3ncccc3c2)nc(N)n1
x | 10.4 | COC(=O)c1c(Cl)cccc1Oc1cc(OC)nc(OC)n1
x | -7.7 | Fc1ccc(-c2cnc(NC3CCCCC3)nc2)cc1
3.0 | 5.3 | COc1ccc(CCNc2nc(Nc3ccncc3)nc3c2ncn3C2CCCCC2)cc1
5.0 | -2.9 | COc1ccc(CCNC(=O)c2ccc3nc(Nc4ccccn4)sc3c2)cc1
7.0 | -5.9 | Cc1[nH]ncc1-c1ccc(NC(=O)C(O)c2ccc(Br)cc2)cc1 (stereo unspecified)
-4.7 | -21.2 | FC(F)(F)c1ccc(Cn2cnc3c(NCc4cccnc4)nc(Nc4ccc(C(F)(F)F)cc4)nc32)cc1
-9.2 | 26.3 | O=C(Cc1cn(-c2ccc(Nc3cnccn3)nn2)c2ccccc12)NCCCN1CCCC1=O
2.5 | 12.0 | O=C(NCCc1ccc(O)cc1)c1ccnc(Nc2ccc(N3CCOCC3)cc2)c1
1.6 | 12.8 | O=C(Nc1ccc2c(c1)OCO2)c1cc(N2CCCC2CO)nc2ccccc12 (stereo unspecified)

Gathered by group: those above with a thiophene ring, fused or not (two)
ASK1 primary | ULK1 inh | SMILES
-1.4 | 1.1 | CN1CCN(C(=O)c2ccc(-c3ccc(C(=O)NC4CCN(Cc5ccccc5)CC4)s3)cc2)CC1
-5.7 | -7.9 | CCCNc1ncnc2c1nc(-c1csc3ccccc13)n2C(C)C

(continued)
ASK1 primary | ULK1 inh | SMILES
x | -10.3 | Cc1ccccc1N=Nc1c(N)n[nH]c1N
x | -16.8 | O=S(=O)(NCCc1csc(-c2ccc(F)cc2)n1)c1cccc(F)c1
3.6 | 8.9 | Cn1nccc1Nc1nc(NCc2ccccc2)c2[nH]cnc2n1
-12.8 | -1.0 | CC#CC(=O)N[C@H](Cc1ccc(-c2cn[nH]c2)cc1)C(=O)N(CCN(C)C)Cc1cccc(OC)c1
33.1 | 5.3 | Fc1cc(-c2ccnc(Nc3ccc(N4CCOCC4)cc3)n2)cc(N2CCOCC2)c1
4.2 | -13.3 | COc1cc(Nc2nc(-c3ccc(N4CCOCC4)nc3)nc3c2ncn3-c2ccccc2)cc(OC)c1OC
x | 7.8 | CCOc1ccc(NC(=O)COc2cccc3ccc(N4CCCC4)nc23)cc1
-12.9 | 0.1 | Cc1cc(NCCN(C(C)C)C(C)C)nc(Nc2ccnn2C)n1
-9.8 | 5.4 | O=C(NCCOc1ccccc1)c1csc(NC2CCC(O)CC2)n1 (stereo unspecified)
-3.9 | 0.5 | c1cncc(CNc2nc(NCCN3CCOCC3)c3[nH]cnc3n2)c1
17.0 | -0.6 | CC(C)N(CCNC(=O)Cc1cn(-c2ccc(Nc3cccc(N(C)C)c3)nn2)c2ccccc12)C(C)C
x | -37.5 | Cc1cccc(Nc2nc3c(c(=O)n(C)c(=O)n3C)n2CC(O)COc2ccccc2C)c1 (stereo unspecified)
x | 8.1 | O=C(O)COCC(=O)N1CCC(N2CCN(c3ccc(F)cc3)CC2)CC1
-3.1 | -6.1 | COc1ccc(-c2nc(NCCCN3CCCC3=O)c3[nH]cnc3n2)cn1
x | -10.5 | Cc1sc(-n2c(C)cc(/C=C(\C#N)C(=O)NCc3ccco3)c2C)c(C#N)c1C
-9.9 | -6.1 | COc1ccc(CCNc2nc(NCCCN3CCCC3=O)nc3c2ncn3-c2ccsc2)cc1
18.4 | 4.9 | COc1cc2nc(NCCCN3CCCC3=O)nc(NCCCN3CCCC3=O)c2cc1OC
-12.7 | -2.3 | Nc1cccc(-c2nc(NCCCN3CCCC3=O)c3[nH]cnc3n2)c1
-19.4 | -21.8 | CC(C)(C)n1cc(NC(=O)C2CC(c3cccc4cc[nH]c34)=NO2)cn1 (stereo unspecified)
-16.7 | -14.0 | COc1cc(Nc2ncc(C(=O)NCCN3CCOCC3)s2)cc(OC)c1OC
x | -5.0 | Cc1ccc(S(=O)(=O)NCCN2CCOCC2)cc1C
2.5 | -11.1 | COc1ccc(CCNc2nc(Nc3ccc(C(F)(F)F)cc3)nc3cc(OC)c(OC)cc23)cc1
-11.3 | 2.2 | Cc1cc(NCCN2CCOCC2)nc(Nc2cnccn2)n1
x | -14.6 | CCOc1ccc(NC(=O)COc2cccc3c2OC(C)(C)C3)cc1
-38.1 | -14.6 | O=C(NCc1cccc(C(F)(F)F)c1)c1cccc(-c2csc3ccccc23)n1
x | -23.5 | CCOc1nc2cccc(C(=O)O)c2n1Cc1ccc(-c2ccccc2-c2nn[nH]n2)cc1
9.1 | 16.5 | Nc1nc(NCc2cccnc2)cc(-c2ccccc2)n1
-1.1 | 11.7 | O=C(C(O)c1ccc(C(F)(F)F)cc1)N1CCC(Nc2ccc3[nH]ncc3c2)C1 (stereo unspecified)
-11.2 | 0.1 | O=C(NCc1cccnc1)c1cnc(N2CCC(N3CCOCC3)CC2)s1
25.5 | -9.3 | Cc1cc(Nc2ccc(N3CCOCC3)cc2)nc(Nc2ccc3ncccc3c2)n1
x | 0.6 | Cc1cn([C@H]2C=C[C@@H](CO)O2)c(=O)[nH]c1=O
2.3 | -8.4 | Cc1cccc(OC2CCN(C(=O)c3cc(NC(=O)C(=O)N(C)C)ccc3Cl)CC2)n1
-8.5 | 1.1 | O=C(Nc1ccnc2cc(-c3ccccc3)nn12)c1c(F)cccc1F
x | 5.4 | COc1ccccc1-n1ncc2c(=O)[nH]c(SCc3ccccc3Cl)nc21
-0.7 | -7.3 | COc1cc2nc(Nc3ncccn3)nc(Nc3ccc(N4CCOCC4)cc3)c2cc1OC

Rows were taken by chance; 2.3% or so of the library scored in one or more.
